TSHR antagonist = human thyrotropin receptor antagonism; P16473; TSHR-expressing cells, TSH-stimulated cAMP HTRF, 2 h; hits give low values; 330,000 compounds, 0.2% hits; activity change, negative = inhibition, % at 11.5 µM; AID 504810;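 active means activity change below a set negative limit, meaning inhibition stronger than a set level, cut at about -70% in these data; inconclusive means activity change between two set negative limits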; further: on the % scale 0 is the no-effect control and ±100 the full control effect
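TSHR-expressing cells, 200/well, pre-treated with compound, then stimulated with EC80 TSH (4nM final) for 2 hours at 37 deg C. cAMP measured by competitive HTRF: anti-cAMP cryptate antibody in lysis buffer plus cAMP-d2, read after 30 minutes at room temperature.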
A-T KAP1 phos = potential ataxia-telangiectasia treatments restoring KAP-1 phosphorylation; […] A-T fibroblasts, KAP-1 phosphorylation AlphaLISA; neocarzinostatin DNA damage 30 min before lysis; 320,000 compounds, 0.19% hits; Potency, µM (doses to about 57.5 µM), inactives show at the top dose activation, usual class: activators; further: potency means the concentration at half of the fitted maximal effect; % of control where 0% means no effect; nearly all actives have a fitted effect of over 45% in size
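hTERT-immortalized A-T patient fibroblasts ([…]), 500 cells/well in OPTI-MEM, 1% FBS, got compounds for 60 min, then NCS for 30 min at 37C. Lysates were then assayed for phospho-KAP-1 by AlphaLISA (anti-pKAP1 donor, anti-KAP1 acceptor beads), 6 hr at 25C.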
Tb PFK inh = T. brucei PFK enzyme inhibition; O15648; T. brucei PFK, ADP-Glo luminescence; Potency, µM (top dose mostly 57.5 µM), without a hit: top-dose activity, negative = inhibition, usual class: inhibitors; 330,000 compounds, 0.17% hits; AID 485367;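 further: potency means the concentration at half of the fitted maximal effect; 0% = uninhibited 1x PFK enzyme wells and -100% = no-enzyme wells; nearly all actives have a fitted effect of over 60% in size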
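ADP-Glo luminescence quantified ADP after 45 min at room temperature, with 1.25 nM T. brucei PFK, 0.1 mM ATP and 0.5 mM fructose-6-phosphate in pH 8.0 TEA buffer. qHTS titrations up to 57 µM; curves classified by quality.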
Mito fusion act = inhibitors of mitochondrial division or activators of mitochondrial fusion; 320,000 compounds, 0.23% hits; Potency, µM (titrated, usually from 46.1 µM), for inactives: top-dose growth rescue (activation), most hits filed as activators; S. cerevisiae fusion-defective mutant growth rescue, CellTiterGlo 48 h;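 further: potency means the concentration at half of the fitted maximal effect; % of control where 0% means no effect; nearly all actives have a fitted effect of over 45% in size; temperature-sensitive fusion mutants such as fzo1-1 at 37 °C on non-fermentable ethanol glycerol medium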
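Luminescent cell viability in 1536-well qHTS format served as the measure of rescued growth in ts fusion-mutant S. cerevisiae cultured on non-fermentable YPEG for 48 hours at 37C.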
Integrin act MD = activates integrin-mediated alleviation for muscular dystrophy | Potency, µM (highest dose often 38.3 µM), without a hit: at the top dose activation, most hits filed as activators | alpha7betagal myoblasts, beta-gal FDG fluorescence, 48 h | 350,000 compounds, 0.064% hits;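 further: potency means the concentration at half of the fitted maximal effect; 100% = response of the positive control SU9516; nearly all actives have a fitted effect of over 60% in size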
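Alpha7betagal+/- myoblasts (passage 13) were plated 16-24 hr, then exposed to compounds (1:260 dilution of DMSO stock) for 48 hours at 37C. After MPER lysis, β-galactosidase reporter activity was read as FDG fluorescence (ex 480/em 540) after 30 minutes.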
Eya2 inh = inhibitors of human Eya2 phosphatase activity | Potency, µM (top dose mostly 76.9 µM), inactives show at the top dose activity, negative = inhibition, usual class: inhibitors | 330,000 compounds, 0.006% hits | recombinant Eya2, OMFP fluorescence dephosphorylation (OMFP is methylfluorescein phosphate) | O00167; further: potency means the concentration at half of the fitted maximal effect; on the % scale 0 is the no-effect control and ±100 the full control effect
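Eya2 protein (added as 0.2 uM solution) was preincubated with compound for 10 min at ambient temperature in 50 mM HEPES pH 7.5, 50 mM NaCl, 5 uM MgCl2, 0.05% BSA, 1 mM DTT. OMFP (added at 50 uM) then reacted 10 min; fluorescence read at 485/525 nm.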
PTAP TSG101 blk = blocks PTAP/TSG101 interaction to inhibit HIV-1 budding | Fluorescence polarization, FITC-PTAP peptide / Tsg101 binding | Potency, µM (doses to about 115 µM), for inactives: at the top dose activity change, negative = inhibition, actives largely listed as inhibitors | 340,000 tested, under 10 active; active means well fitted inhibition curve with a large enough effect in the main read-out, with a control signal flat, not every such curve was filed as active; inconclusive means small, poorly fitted or top-dose-only effect, or effect the other way, or a change in a side signal; inactive means no such curve, though single readings can be large or run the other way; further: potency means the concentration at half of the fitted maximal effect; % of control where 0% means no effect
Target sequence (Q99816 whole entry, looked up): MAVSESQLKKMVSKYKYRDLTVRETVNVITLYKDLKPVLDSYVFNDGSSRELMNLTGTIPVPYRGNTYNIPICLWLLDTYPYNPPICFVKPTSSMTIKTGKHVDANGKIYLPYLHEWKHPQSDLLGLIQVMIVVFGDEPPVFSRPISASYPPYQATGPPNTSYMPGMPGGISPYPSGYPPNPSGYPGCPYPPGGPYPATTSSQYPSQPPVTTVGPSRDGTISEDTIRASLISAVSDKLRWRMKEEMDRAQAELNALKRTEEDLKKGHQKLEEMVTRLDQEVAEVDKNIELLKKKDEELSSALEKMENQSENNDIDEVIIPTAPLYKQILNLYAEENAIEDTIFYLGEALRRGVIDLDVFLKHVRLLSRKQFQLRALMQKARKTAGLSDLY
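Fluorescence polarization binding of Tsg101 binding domain (10 uM final) to FITC-labeled PTAP peptide (50 nM final) in HEPES pH 7.5 buffer with NaCl, Tween 20, EDTA, TCEP. Compounds added before peptide; binding 20 min at RT.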
ELG1 DNA repair = inhibitors of ELG1-dependent DNA repair in HEK293T cells; Potency, µM (series often up to 46.1 µM), without a hit: top-dose activity change, negative = inhibition, actives largely listed as inhibitors; HEK293T ELG1-luciferase reporter, luminescence, 16 h; DNA damage induced by 5-fluorouridine; 330,000 compounds, 2.3% hits; further: potency means the concentration at half of the fitted maximal effect; on the % scale 0 is the no-effect control and ±100 the full control effect; nearly all actives have a fitted effect of over 55% in size
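Quantitative HTS, concentration-response format. 2,000 cells/well co-treated with 5-fluorouridine and compound, 16 hr in 5% CO2 at 37 °C; ONE-Glo luminescence read after 30 min.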
TCR act = activates T cell receptor signaling | AID 504894 | Potency, µM (top dose mostly 9.22 µM), for inactives: at the top dose activation of IL-2 secretion, actives largely listed as activators | 330,000 tested, under 10 active | primary human leukocytes, anti-CD3, IL-2 HTRF, 48 h; further: % of control where 0% means no effect
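Human primary leukocytes + a-CD3 beads + cpd, 48 hr; IL-2 in supernatant by HTRF (ex 320nm / em 665nm). No co-stimulatory signal supplied.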
S-ASM inh = human S-ASM enzyme inhibition; P17405; placental ASM, HMU-PC fluorogenic substrate, 60 min; Potency, µM (highest dose often 57.5 µM), without a hit: at the top dose activity change, negative = inhibition, most hits filed as inhibitors; 340,000 compounds, 0.006% hits; further: potency means the concentration at half of the fitted maximal effect
Target sequence (P17405 47-631 limits assumed): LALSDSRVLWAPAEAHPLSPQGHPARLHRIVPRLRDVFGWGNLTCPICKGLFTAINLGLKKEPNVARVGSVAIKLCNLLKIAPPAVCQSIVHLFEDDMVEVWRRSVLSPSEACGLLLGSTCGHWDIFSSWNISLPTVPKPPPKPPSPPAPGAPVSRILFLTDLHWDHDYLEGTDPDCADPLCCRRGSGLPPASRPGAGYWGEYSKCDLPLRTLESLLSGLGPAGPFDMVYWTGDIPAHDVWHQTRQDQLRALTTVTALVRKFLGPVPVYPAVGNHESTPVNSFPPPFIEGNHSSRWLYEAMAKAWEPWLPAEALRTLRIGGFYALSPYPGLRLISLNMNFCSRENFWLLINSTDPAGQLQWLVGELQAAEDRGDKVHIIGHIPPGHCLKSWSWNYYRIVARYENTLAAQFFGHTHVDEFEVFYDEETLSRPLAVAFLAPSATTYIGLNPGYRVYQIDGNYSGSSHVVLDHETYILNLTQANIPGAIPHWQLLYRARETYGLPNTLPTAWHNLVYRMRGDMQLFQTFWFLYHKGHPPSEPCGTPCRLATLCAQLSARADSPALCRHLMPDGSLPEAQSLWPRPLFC
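Human placenta-derived ASM enzyme was preincubated with compound for 10 minutes at room temperature, then given fluorogenic substrate HMU-PC0 (9 uM final) for 60 minutes at 37 °C; a pH 10 stop preceded fluorescence reading at Ex 386/Em 447 nm.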
BCR signal inh = blocks chronic active B-cell receptor signaling; ABC-DLBCL IkBa-CBG/CBR reporter, luminescence ratio, 4 h; Potency, µM (titrated, usually from 46.1 µM), inactives show at the top dose ratio change, negative = lower green/red ratio, most hits filed as inhibitors; 340,000 compounds, 0.05% hits; active means well fitted inhibition curve with a large enough effect in the signal ratio, with a control signal flat, not every such curve was filed as active; inconclusive means small, poorly fitted or top-dose-only effect, or effect the other way, or a change in a side signal; the % refers to the signal ratio;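 further: potency means the concentration at half of the fitted maximal effect; plate controls were basal doxycycline-induced cells for no effect and cells given 10 µM MG132 for full effect; MG132 reads +100%, hits lower the ratio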
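TMD8 ABC-DLBCL cells carrying doxycycline-inducible green luciferase fused to IkappaBalpha plus unfused red luciferase were exposed to compounds (up to 46 uM) for 4 hrs at 37C. Activity came from the overlap-corrected green/red luminescence ratio.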
Starred values were filed as active, the others as inactive; ? = inconclusive; . = no result given; [ ] = dose if it differs, or a comment. Unless noted, the call rests on the fitted dose curve; in most records, active means well fitted curve in the direction sought with a large enough effect; inconclusive means small, poorly fitted or top-dose-only effect, or another doubt; inactive means no such curve, though single readings can be large; an effect the other way counts as inactive or inconclusive.

SMILES	TSHR antagonist	A-T KAP1 phos	Tb PFK inh	Mito fusion act	Integrin act MD	Eya2 inh	PTAP TSG101 blk	ELG1 DNA repair	TCR act	S-ASM inh	BCR signal inh
COC(=O)c1ccc2ccn(CC(=O)NC3CCCCC3)c2c1	-1	-8%	-1%	0%	3%	-13%	0%	24%	-5%	1%	-11%
C=C(C)c1cccc(C(C)(C)NC(=O)Nc2ccc(C(N)=O)cc2)c1	-9	6%	2%	6%	3%	-7%	-7%	-16%	.	1%	-3%
CC(=O)Nc1cc[n+](CC(=O)c2ccc(Cl)cc2)cc1	8	3%	-2%	1%	-6%	8%	1%	-13%	-4%	-3%	1%
C=CCNc1ncnc2c1cnn2-c1cccc(C)c1	-13	7%	-7%	-4%	2%	-36%	2%	?	9%	1%	?
CC(=O)c1ccccc1NC(=O)c1ccc(N2CCCC2=O)cc1	1	-2%	-4%	1%	17%	-21%	-3%	16%	-1%	6%	?
CCc1ccc(/C=N/n2c(C)cc(C)c(C#N)c2=O)cc1	0	.	-18%	-5%	-14%	-2%	0%	12%	-3%[46.1 µM]	-1%	1%
Cc1cccc(N2CC(C)Cn3c2nc2c3c(=O)[nH]c(=O)n2C)c1 (stereo not given)	-6	2%	-20%	-5%	0%	5%	-2%	-26%	-2%	1%	-8%
COc1ccc2cc(CN(Cc3ccco3)C(c3nnnn3C3CCCCC3)C(C)C)c(=O)[nH]c2c1 (stereo not given)	3	-5%	2%	1%	-8%	-1%	?	6%	1%	1%	-4%
COc1ccc(OC)c(S(=O)(=O)Nc2ccc3c(c2)n(C)c(=O)n3C)c1	3	9%	3%	5%	1%	-3%	-9%	16%	1%	0%	?
CCCCCC1CCC(c2ccc(/C(N)=N/O)cc2)CC1 (stereo not given)	-1	4%	-6%	8%	-35%	-1%	-4%	?	7%	-20%	-11%
O=C(N/N=C/c1cccn1-c1cccc(C(=O)O)c1)Nc1ccccc1	8	-4%	?	4%	14%	-3%	0%	7%	-46%[inhibitor][46.1 µM]	-4%	0%
CN(C)C(CNC(=O)CCNS(=O)(=O)c1ccccc1C(F)(F)F)c1ccccc1 (stereo not given)	-24	-3%	-1%	2%	2%	13%	-1%	-1%	-2%	-1%	-1%
Cc1ncoc1C(=O)N1CCCC(C(=O)c2ccc(-c3ccccc3)cc2)C1 (stereo not given)	-3	0%[11.5 µM]	-1%	17%	-5%	-1%	-2%	?	5%	-13%	-6%
CSCCC(NC(=O)c1ccccc1)C(=O)NCCCSc1ccccc1 (stereo not given)	8	1%	-5%	5%	-23%	-6%	0%	-20%	-12%	1%	-9%
COc1ccc(S(=O)(=O)N(CCc2ccccc2)CC(=O)O)cc1C	30	.	7%	-3%	-3%	-8%	-4%	-1%	-3%	1%	?

3 compounds already listed, arranged by the value under PTAP TSG101 blk, highest first.
SMILES	TSHR antagonist	Tb PFK inh	Integrin act MD	Eya2 inh	PTAP TSG101 blk	TCR act	S-ASM inh	BCR signal inh
CC(=O)Nc1cc[n+](CC(=O)c2ccc(Cl)cc2)cc1	8	-2%	-6%	8%	1%	-4%	-3%	1%
CCc1ccc(/C=N/n2c(C)cc(C)c(C#N)c2=O)cc1	0	-18%	-14%	-2%	0%	-3%[46.1 µM]	-1%	1%
CCCCCC1CCC(c2ccc(/C(N)=N/O)cc2)CC1 (stereo not given)	-1	-6%	-35%	-1%	-4%	7%	-20%	-11%

Already shown: 4 of the compounds above.
SMILES	TSHR antagonist	A-T KAP1 phos	Tb PFK inh	Mito fusion act	Integrin act MD	Eya2 inh	PTAP TSG101 blk	ELG1 DNA repair	TCR act	S-ASM inh	BCR signal inh
CN(C)C(CNC(=O)CCNS(=O)(=O)c1ccccc1C(F)(F)F)c1ccccc1 (stereo not given)	-24	-3%	-1%	2%	2%	13%	-1%	-1%	-2%	-1%	-1%
Cc1ncoc1C(=O)N1CCCC(C(=O)c2ccc(-c3ccccc3)cc2)C1 (stereo not given)	-3	0%[11.5 µM]	-1%	17%	-5%	-1%	-2%	?	5%	-13%	-6%
CSCCC(NC(=O)c1ccccc1)C(=O)NCCCSc1ccccc1 (stereo not given)	8	1%	-5%	5%	-23%	-6%	0%	-20%	-12%	1%	-9%
COc1ccc(S(=O)(=O)N(CCc2ccccc2)CC(=O)O)cc1C	30	.	7%	-3%	-3%	-8%	-4%	-1%	-3%	1%	?

Carrying on.
SMILES	TSHR antagonist	A-T KAP1 phos	Tb PFK inh	Mito fusion act	Integrin act MD	Eya2 inh	PTAP TSG101 blk	ELG1 DNA repair	TCR act	S-ASM inh	BCR signal inh
CN1C(=O)CC(N2CCN(CCN=CC3=C(O)CC(C)(C)CC3=O)CC2)C1=O (stereo not given)	0	-2%	-3%	-2%	0%	-3%	-3%	-9%	27%	-2%	?
Cc1ccc(NC(=O)CN2CCc3ccccc3C2)cc1	0	2%	-4%	2%	2%	12%	-3%	26%	1%	-1%	-16%
C=CCN1C2CCCC1CC(NC(=O)Nc1cccc(C(C)=O)c1)C2 (stereo not given)	11	3%	1%	0%	37%	12%	-9%	?	0%	1%	-7%
CCc1c(C)sc2nc(C(C)C)nc(SCC(=O)N3CCc4ccccc4C3)c12	-2	-4%	-6%	?	0%	-6%	-4%	0%	6%	-11%	13%
Cc1ccc(O)c(NC(=O)c2noc(C(C)C)c2[N+](=O)[O-])c1	-3	0%	-1%	2%	-33%	-12%	3%	?	-3%	-2%	?
CC(C)=C1SC(N2CCN(c3cccc(C)c3)CC2)=NC1=O	-14	0%	-5%	8%	-34%	-23%	-2%	-23%	.	-4%	7%
O=C(Nc1ccc(S(=O)(=O)NCc2ccco2)cc1)c1ccncc1	9	-6%	0%	-2%	11%	5%	-13%	-23%	12%	6%	-14%
O=C(O)CSc1nnc(SCc2cccc3ccccc23)s1	-8	1%	-1%	0%	-13%	-13%	-3%	1%	0%	11%	?
N#Cc1ccc(CSc2nc(N)cc(=O)[nH]2)cc1	-1	0%	-2%	-1%	-32%[inhibitor]	12%	-8%	12%	.	-2%	-8%
O=C(CN1C(=O)CSc2ccc(S(=O)(=O)N3CCOCC3)cc21)NCCCN1CCc2ccccc2C1	9	6%	-4%	-5%	-31%	-5%	-1%	-9%	4%	4%	3%
Oc1ccccc1-c1nc(NCc2cccnc2)c2ccccc2n1	-23	23%	1%	6%	-10%	-15%	-7%	?	1%	9%	?
Cc1ccc(NC(=O)c2ccc(NC(=O)C3CCCCC3C(=O)O)cc2)cc1 (stereo not given)	-7	10%	0%	2%	5%	-18%	0%	?	3%	1%	?
CCOC(=O)C1CCCCN1Cc1ccc(F)c(Br)c1 (stereo not given)	10	.	-2%	1%	24%	-4%	0%	?	16%	5%	13%
Cn1nc(CC(=O)Nc2cccc3ncccc23)c2ccccc2c1=O	-18	15%	-1%	-2%	-52%[inhibitor]	-4%	-2%	7.3µM*	5%	-1%	-2%
Cc1ccc(NC(=O)c2cc(C)n(-c3cccc(C)c3)c2C)cc1	-4	-4%	2%	?	-51%[inhibitor]	-25%	0%	?	2%[46.1 µM]	-10%	?
C=CCNC(=S)NNC(=O)c1ccco1	1	2%	1%	-7%	5%	-1%	-5%	0%	-3%	4%	?
C[C@H](CO)N1C[C@H](C)[C@@H](CN(C)C(=O)Nc2ccccc2)Oc2ccc(NC(=O)C3CC3)cc2C1=O	-27	-5%	0%	.	3%	-14%	-2%	24%	2%	-3%	1%

Screening results from PubChem.
